bCat KO growth: beta-catenin-lacking colon tumor cell growth suppression | HCT116 beta-catenin knockout viability, CellTiter-Glo, 60 h; hits give low values | viability, % at 10 µM | hit rate 1.5% among 140,000 | AID 818;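 active = viability at or under a set limit, the compound median less 4 SD, cut at about 6% in these data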;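 also: 0% = Hyamine 1622 control at 20 µM and 100% = untreated cell control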
BB579 growth dn: chemicals that inhibit yeast BB579 growth in restrictive medium (lifespan-shortening candidates). S. cerevisiae BB579 growth, OD615, 48 h. inhibition, % at 10 µM. hit rate 0.51% among 140,000. AID 804;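 active = inhibition above a set limit, 3 SD over the mean compound inhibition, cut at about 44% in these data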; also: inactives centre near -24
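Detection: OD615 turbidity measurement; Material: Saccharomyces cerevisiae DeaD strain BB579, replicative lifespan model yeast; Timing: 48 h exposure, 30 °C; Doses: single 10 µM dose; Medium: CSMM-D restrictive synthetic medium containing dextrose (glucose); Controls: amphotericin B at 10 µg/mL as positive control.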
MRP-1 activ: activates MRP-1. viability increase, % at 10 µM. AID 799. H69AR cells + doxorubicin, viability rescue, CellTiter-Glo. hit rate 0.61% among 140,000;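 active = viability gain under doxorubicin at or above a set limit, the compound median plus 3 SD, cut at about 4.7% in these data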;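 also: MRP-1 overexpressing cells given doxorubicin 25 µM after compound pretreatment; 18-22 h compound pretreatment then 72 h with doxorubicin before readout; 0% = doxorubicin-only wells and 100% = vehicle-treated cells without doxorubicin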
Measles CPE: protection of cells from measles virus; AID 841; hit rate 1.5% among 140,000; protection (pct of control), % at 4 µM; Measles virus-infected cells, CPE protection, absorbance; in the data active = protection mostly above about 24%, no sharp cut-off; inactive = mostly below about 26%; also: some compounds called inactive have numbers as strong as hits
Phagocytosis inh: inhibitors of macrophage phagocytosis; J774A.1 macrophage IgG-bead phagocytosis, imaging; inhibition, % at 5 µM; hit rate 0.07% among 110,000; AID 1029;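 active = inhibition above the mean of the plate negative controls plus 5 SD, cut at about 13% in these data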;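 also: phagocytic index as fraction of beads internalized from green versus red external bead signal; plate controls were DMSO negative control for no effect and cytochalasin-D positive control for full effect; some results beyond the cut were filed as inactive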
E-sel TNF inh: TNF alpha driven E-selectin expression inhibition; HUVEC TNFa-induced E-selectin immunofluorescence, high content; inhibition, % at 2 µM; hit rate 0.71% among 120,000; AID 1246;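 active = inhibition above the batch mean plus 3 SD, and confirmed as a hit on visual image review, cut at about 43% in these data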;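 also: 0% = TNF-stimulated DMSO wells and 100% = unstimulated control wells; not every result past the cut was called active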
PTEN del growth: growth suppressors of cells with PTEN tumor suppressor deletion | HCT116 PTEN-null viability, CellTiter-Glo, 60 h; hits give low values | hit rate 1.2% among 140,000 | viability, % at 10 µM;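 active = viability at or below a set limit, 4 SD under the median of all tested compounds, cut at about 3.7% in these data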;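 also: PTEN knockout HCT116 line with beta catenin targeted HCT116 as companion control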
Yeast lifespan up: yeast lifespan extension | AID 775 | S. cerevisiae growth with nicotinamide, OD615; deaD strain in restrictive glucose medium | hit rate 0.68% among 130,000 | inhibition of the nicotinamide effect, % at 10 µM;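 active = inhibition above a set limit, placed 3 SD over the median of all compounds, cut at about 26% in these data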;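 also: 0% = nicotinamide-treated wells and 100% = cells grown without nicotinamide; some compounds called inactive have numbers as strong as hits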
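Test system: DeaD-strain S. cerevisiae / Buffer or medium: restrictive glucose medium / Also added: nicotinamide 1.5 mM / Doses: one concentration, 10 µM, DMSO 0.25% / Schedule: 48 h at 30 °C / Signal: OD615 measurement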
GALR2 antag: antagonists of human galanin receptor 2 (GALR2); hit rate 0.39% among 140,000; inhibition, % at 4 µM; AID 828; O43603; GALR2-expressing cells, antagonist mode; in the data active = inhibition above about 27%;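 also: cells stimulated with galanin 1-16 at roughly its EC80; 0% = agonist challenge control and 100% = basal control without agonist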
Target sequence (O43603 whole entry, looked up): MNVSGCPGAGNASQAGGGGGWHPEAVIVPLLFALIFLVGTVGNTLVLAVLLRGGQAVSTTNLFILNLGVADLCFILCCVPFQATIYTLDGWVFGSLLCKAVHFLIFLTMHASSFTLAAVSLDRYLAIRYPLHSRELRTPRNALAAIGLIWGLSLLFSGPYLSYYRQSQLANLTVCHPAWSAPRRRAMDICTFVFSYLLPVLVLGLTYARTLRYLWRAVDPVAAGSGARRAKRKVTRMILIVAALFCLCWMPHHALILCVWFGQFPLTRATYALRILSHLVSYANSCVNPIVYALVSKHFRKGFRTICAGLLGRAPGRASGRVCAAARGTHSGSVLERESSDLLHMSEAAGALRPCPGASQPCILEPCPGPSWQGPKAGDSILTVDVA
NPY-Y2 antag: blocks the human neuropeptide Y Y2 receptor; AID 793; NPY-Y2 expressing cells, antagonist mode; P49146; inhibition, % at 2.7 µM; hit rate 0.99% among 140,000; in the data active = inhibition above about 17%;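 also: 0% = vehicle with agonist challenge and 100% = reference antagonist with challenge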
Target sequence (P49146 whole entry, looked up): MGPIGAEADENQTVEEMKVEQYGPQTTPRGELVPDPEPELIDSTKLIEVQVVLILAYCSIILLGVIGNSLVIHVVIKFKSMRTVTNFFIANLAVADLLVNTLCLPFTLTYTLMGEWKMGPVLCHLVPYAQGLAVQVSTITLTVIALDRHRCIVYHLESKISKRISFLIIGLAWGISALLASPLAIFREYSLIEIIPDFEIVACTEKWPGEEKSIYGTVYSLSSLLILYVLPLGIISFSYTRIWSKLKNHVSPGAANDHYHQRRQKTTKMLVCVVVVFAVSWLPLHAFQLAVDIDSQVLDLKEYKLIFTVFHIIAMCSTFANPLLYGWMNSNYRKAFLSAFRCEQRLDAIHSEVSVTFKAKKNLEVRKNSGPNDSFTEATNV
* marks the source's active call; other numbers are inactive results; x = no result given.

SMILES,BB579 growth dn,GALR2 antag,Yeast lifespan up,Phagocytosis inh,MRP-1 activ,Measles CPE,E-sel TNF inh,bCat KO growth,NPY-Y2 antag,PTEN del growth
O=C(NC1CCCCC1)C(c1ccccc1F)N(Cc1ccco1)C(=O)Cn1nnc2ccccc21 (stereo not given),-40,1,-2,-1,-5.2,17,-19,53,57*,10
COc1cccc(C(C(=O)NC(C)(C)C)N(C(=O)CCC(=O)Nc2cc(C)on2)C(C)(C)C)c1OC (stereo not given),10,6,x,x,-2.3,10,-9,95,2,101
CCCCCC(O)(CCCCC)C(=O)NNc1ccccc1,-20,3,-3,-3,-0.8,6,-15,93,10,87
C=CCN(CC=C)C(=S)NC(=O)/C=C/c1ccccc1,-29,1,0,-1,-1.1,4,x,93,3,84
COc1ccc(OC)c(N/C(C)=C/C(=O)c2ccccc2)c1,-23,16,-6,4,1.7,4,x,89,-1,99
Cc1nn(-c2ccccc2)cc1C(=S)Nc1ccccc1,-17,-3,-7,-3,-0.8,2,0,75,0,87
CSc1ccc(S(=O)(=O)N2CCCC2)cc1,-36,5,-3,x,-4.0,4,-24,96,1,91
CCOC(=O)C(C)Sc1nc2c(c(-c3cccs3)c1C#N)CCC2 (stereo not given),-28,-5,4,-6,-2.9,7,x,79,8,81
CCc1ccc2c(c1)C(=O)c1ccccc1C2=O,-8,-12,-8,-4,-3.9,10,14,84,3,82
CCn1c2ccccc2c2cc(NC(=O)COc3ccccc3OC)ccc21,-9,19,-6,x,0.3,3,-13,14,7,17
COC(=O)c1ccccc1NC(=O)CSc1nc(NC(=O)c2ccccc2)c2c(C)c(C)oc2n1,-33,15,-4,0,0.5,26,-10,92,4,92
CCOC(=O)C(CC)Sc1nnc(COc2ccc(C)cc2)n1-c1ccccc1 (stereo not given),-23,-12,x,x,0.3,28*,-3,72,16,67
CCC(c1nnnn1Cc1ccccc1)N(Cc1cc2cc(OC)ccc2[nH]c1=O)CC1CCCO1 (stereo not given),-66,6,-6,-1,-1.6,2,-11,80,4,83
O=C(NNS(=O)(=O)c1ccc(F)cc1F)C1Cc2c(ccc3ccccc23)O1 (stereo not given),-51,5,-2,x,-0.6,12,2,96,3,94
O=C(O)c1ccccc1C(=O)Nc1nccs1,-5,3,12,x,-3.4,0,-21,93,2,90

Three entries from above, with two lines to a compound.
Every second line gives: BB579 growth dn	GALR2 antag	Yeast lifespan up	Phagocytosis inh	MRP-1 activ	Measles CPE	E-sel TNF inh	bCat KO growth	NPY-Y2 antag	PTEN del growth
> CSc1ccc(S(=O)(=O)N2CCCC2)cc1
  -36	5	-3	x	-4.0	4	-24	96	1	91
> CCOC(=O)C(C)Sc1nc2c(c(-c3cccs3)c1C#N)CCC2 (stereo not given)
  -28	-5	4	-6	-2.9	7	x	79	8	81
> CCc1ccc2c(c1)C(=O)c1ccccc1C2=O
  -8	-12	-8	-4	-3.9	10	14	84	3	82

Later entries.
SMILES,BB579 growth dn,GALR2 antag,Yeast lifespan up,Phagocytosis inh,MRP-1 activ,Measles CPE,E-sel TNF inh,bCat KO growth,NPY-Y2 antag,PTEN del growth
COC(=O)c1cccc(NS(=O)(=O)c2ccc(OC)cc2)c1C,-7,5,x,x,-4.1,7,-11,23,2,27
O=C(Nc1nccs1)NC(C(F)(F)F)C(F)(F)F,-13,-5,8,0,-1.0,6,-33,94,-1,99
COc1cccc(/C=N/NC(=O)Cn2ccnc2C)c1,-27,5,2,-2,-0.5,8,x,95,3,94
COc1ccc2c(c1OC)C(=O)OC2Nc1nc(-c2cc3ccccc3oc2=O)cs1 (stereo not given),14,16,-7,-4,-0.4,12,x,58,2,59
CC(=O)Nc1ccc(OC(=O)CC2SC(=O)NC2=O)cc1 (stereo not given),-19,3,-3,1,0.1,27,5,96,0,96
Cc1ccc(NC(=O)COc2ccc(/C(N)=N/O)cc2)cc1C,-14,-2,1,-1,-3.2,4,-16,91,0,95
CNC(=O)c1cc2cc(OC)ccc2oc1=O,35,-1,-7,0,0.0,20,5,103,1,106
CCCC/C(O)=C1\C(=O)CC(C)(C)CC1=Nc1ccc(OC)cc1,-24,6,-6,1,-4.3,17,14,77,2,74
Cc1ccc(NC(=O)C2CCN(S(=O)(=O)c3cnc[nH]3)CC2)cc1C,-21,11,5,1,-1.1,5,3,82,1,93
Cn1c(CCC(=O)OCC(=O)Nc2ccc(Oc3ccccc3)cc2)nc(=O)c2ccccc21,-35,5,1,-4,-1.9,10,-8,82,1,94
Cn1ncc(Br)c1C(=O)Nc1c(F)c(F)cc(F)c1F,-11,11,x,x,-3.6,4,1,71,-1,66
Cc1cc(C(=O)OCC(=O)NCCC(C)C)c2ccccc2n1,-42,-3,-16,x,-0.2,8,x,97,0,103
Cc1ccc2c3c1C(=O)C(=O)N3C(C)(C)CC2C (stereo not given),-27,-5,-7,-4,-3.1,11,-19,96,-2,90
Cc1c(NC(=O)c2cc(C3CC3)on2)c(=O)n(-c2ccccc2)n1C,-32,3,-11,1,-0.8,8,x,93,4,91
CN1OC(CC(=O)O)N(c2ccc(Cl)cc2)C1=O (stereo not given),-8,-1,-4,-2,-0.7,9,-9,97,0,116

Remaining list, next part
SMILES,BB579 growth dn,GALR2 antag,Yeast lifespan up,Phagocytosis inh,MRP-1 activ,Measles CPE,E-sel TNF inh,bCat KO growth,NPY-Y2 antag,PTEN del growth
NNc1nc2sc3c(c2c(=O)[nH]1)CCc1ccccc1-3,-24,10,-5,-13,4.5,6,-27,100,1,103
COc1cc(C#CC#CCN2CCCCC2)ccc1O,-14,0,-13,2,-6.0,8,22,70,10,75
Cn1c(CC(=O)Nc2ccccc2)nnc1SCCOc1ccccc1,-36,-12,-13,-3,1.1,8,-16,104,-2,94
CCOC(=O)C1CCCN(Cc2ccccc2OCC)C1 (stereo not given),-22,1,-9,-1,-2.2,5,-11,92,4,77
CCS(=O)(=O)N1CCC(C(=O)NCCCN2CCCCCC2)CC1,1,-2,-9,0,-0.7,4,x,92,0,88
Cc1ccc2cccc(NC(=S)NC(=O)c3ccn(C)n3)c2n1,-52,6,x,x,-5.6,8,-7,54,4,58
COc1ccccc1NC(=O)C(C)Sc1nnnn1C (stereo not given),-15,x,x,0,-2.8,5,x,82,x,95
CN(C)c1ccc(-c2ccccc2)nn1,-34,-6,-6,-1,-0.1,2,2,88,2,89
CC(C)(C)C1CCc2c(sc(NC(=O)c3cc(C4CC4)on3)c2C#N)C1 (stereo not given),-59,4,-5,0,-0.7,14,x,96,-1,98
COc1ccc2cc3cc(C(=O)NCc4cccs4)oc3nc2c1,24,3,-12,x,-3.5,5,15,63,0,57
Fc1ccc(-n2cc(-c3ccccc3)c3c(NN4CCOCC4)ncnc32)cc1,0,-4,-6,-5,-3.6,5,22,70,4,77
Cn1c(=O)c2c(SCc3ccccn3)nc(C3CC3)nc2n(C)c1=O,-75,5,-6,-1,0.1,2,-25,64,3,68
O=C(/C=C/NNC(=O)c1ccccc1)c1ccc(Br)cc1,-27,-5,24,2,6.0*,16,12,90,0,99
Cc1ccc(-c2nc(N/N=C/c3ccncc3)c3ccccc3n2)cc1,-78,10,-12,0,-1.4,24,-2,19,1,9
COc1ccc(NC(=S)NCCc2c[nH]c3ccc(OC)cc23)c(OC)c1,-20,8,-26,x,-1.7,21,-68,92,0,81

(cont.)
SMILES,BB579 growth dn,GALR2 antag,Yeast lifespan up,Phagocytosis inh,MRP-1 activ,Measles CPE,E-sel TNF inh,bCat KO growth,NPY-Y2 antag,PTEN del growth
O=C(c1ccc(CS(=O)(=O)c2cccc(C(F)(F)F)c2)o1)N1CCN(c2ccccn2)CC1,-58,16,-14,2,-1.6,x,-9,103,6,100
CCn1c(CNc2ccc(F)cc2)nnc1SCC(=O)Nc1ccccc1OC,-26,15,x,x,-1.5,6,1,89,-2,88
CCOc1ccccc1N1CCN(C(=O)c2ccncc2)CC1,-64,10,-5,2,-0.8,14,-5,100,5,108
Cn1cc(Br)cc2nc(C(F)(F)F)nc1-2,-35,-4,-10,1,-0.4,1,-23,86,0,87
Cn1c(SCC(=O)Nc2ccccc2F)nnc1-c1ccc(S(=O)(=O)N2CCOCC2)cc1,20,-10,9,0,-1.1,28,3,101,0,94
O=c1cc(-c2ccccc2)[nH]n1-c1nc2ccccc2s1,17,9,-6,-2,-1.8,6,-4,94,0,82
Cc1cccnc1N(C(=O)Nc1ccccc1)C1=NCC(C)(C)S1,-66,-5,-5,-1,-1.1,9,-5,94,1,102
CC1=C(C(=O)OCc2ccccc2)C(c2ccoc2)C(C#N)=C(N)O1 (stereo not given),-58,-2,-9,5,-1.1,7,-15,101,4,108
CCC1(CC)Cc2ccccc2-c2nc3ccccc3c(=O)n21,-33,-1,-21,x,-1.8,6,-9,65,8,77
Cc1cc(C)nc(SCc2nnc(SCC(=O)N3CCOCC3)o2)n1,-40,-19,-4,0,-0.7,7,15,97,3,114
O=C(NC(=S)N1CCN(C(c2ccccc2)c2ccccc2)CC1)c1ccc(S(=O)(=O)N2CCOCC2)cc1,-34,-1,3,-8,-2.9,11,0,36,6,36
O=C(Oc1ccc(OC(=O)N2CCOCC2)cc1)c1ccccc1,-44,-18,-21,2,1.5,21,-11,69,4,77
CCOC(=O)c1cnn(C(=O)c2ccccc2)c1N,-33,-10,-4,-4,-1.3,2,x,103,0,89
COc1ccc(C(C(=O)OCCN(C)C)c2ccccc2)cc1 (stereo not given),2,7,-5,-2,2.1,9,4,93,0,111
CC(C)CCNC(=O)c1cc([N+](=O)[O-])ccc1N1CCOCC1,-12,6,3,0,-0.8,21,-10,88,4,91
COc1ccccc1NC(=O)N(Cc1ccco1)Cc1cc2ccc(C)c(C)c2[nH]c1=O,-27,0,-18,2,-3.0,4,20,17,0,24
CCOC(=O)c1c(NC(=O)COC(=O)CCS(=O)(=O)c2ccc(C)cc2)sc(C)c1C,-9,-3,4,-5,-4.4,2,1,76,1,72

Structural class: those above containing a CF3 group
SMILES,BB579 growth dn,GALR2 antag,Yeast lifespan up,Phagocytosis inh,MRP-1 activ,Measles CPE,E-sel TNF inh,bCat KO growth,NPY-Y2 antag,PTEN del growth
O=C(Nc1nccs1)NC(C(F)(F)F)C(F)(F)F,-13,-5,8,0,-1.0,6,-33,94,-1,99
O=C(c1ccc(CS(=O)(=O)c2cccc(C(F)(F)F)c2)o1)N1CCN(c2ccccn2)CC1,-58,16,-14,2,-1.6,x,-9,103,6,100
Cn1cc(Br)cc2nc(C(F)(F)F)nc1-2,-35,-4,-10,1,-0.4,1,-23,86,0,87

Screening results from PubChem BioAssay.
